Screens as filed in PubChem.
p53 reactivator: qHTS assay for re-activators of p53 using a Luc reporter; H1299 p53-A138V BP100-luciferase reporter, luminescence, 24 h; Potency, µM (top dose mostly 92.2 µM), for the others: top-dose activity change, positive = activation, actives largely listed as activators; 320,000 tested, 0.063% active; further: potency means the concentration at half of the fitted maximal effect; % of control where 0% means no effect; nearly all actives have a fitted effect of over 45% in size
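p53-null H1299 cells stably carrying temperature-sensitive p53-A138V and a BP100-luciferase reporter were pinned with compounds (4-point, 1:5 series) and held 24 hrs at 37 deg C. Luminescence was read 10 min after detection reagent.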
S-ASM inh: Inhibitors of Secretory Acid Sphingomyelinase (S-ASM): qHTS. Potency, µM (doses to about 57.5 µM), for the others: at the highest dose activity change, negative = inhibition, most hits filed as inhibitors. Sphingomyelin phosphodiesterase (Homo sapiens), P17405. AID 504937, 2011. 340,000 tested, 0.006% active. placental ASM, HMU-PC fluorogenic substrate, 60 min; further: potency means the concentration at half of the fitted maximal effect
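Fluorescence read-out (Ex 386 nm, Em 447 nm) after stopping the reaction at pH 10. Enzyme: ASM from human placenta; substrate HMU-PC0, 9 uM final; 60 min, 37 °C. Compound preincubation 10 min, ambient temperature.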
USP2a block: qHTS Assay for Inhibitors of Ubiquitin-specific Protease USP2a Using CHOP2 as the Reporter | AID 463254, 2010 | USP2 core, Ub-CHOP2 coupled fluorogenic reporter, 485/531 | 330,000 tested, 0.01% active | Ubiquitin carboxyl-terminal hydrolase 2 (Homo sapiens), O75604 | Potency, µM (titrated, usually from 38.3 µM), inactives show at the highest dose activity change, negative = inhibition, hits mostly inhibitors;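 further: potency means the concentration at half of the fitted maximal effect; plate controls were DMSO wells for no effect and full inhibition by NEM control for full effect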
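Cell-free coupled assay: 10nM USP2 core preincubated 30min RT with compound in Tris-HCl pH 8.0/CaCl2/CHAPS buffer, then 25nM Ub-CHOP2 and 25nM reporter substrate; fluorescence (Ex 485/Em 531) read after 60min RT, normalized to NEM inhibition, concentration-response curves fitted.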
Eya2 phos inh: qHTS Assay for Inhibitors of the Phosphatase Activity of Eya2. 330,000 tested, 0.006% active. Protein phosphatase EYA2 (Homo sapiens), O00167. Potency, µM (highest dose often 76.9 µM), inactives show at the highest dose activity, negative = inhibition, hits mostly inhibitors. recombinant Eya2, OMFP fluorescence dephosphorylation (OMFP is methylfluorescein phosphate); further: potency means the concentration at half of the fitted maximal effect; on the % scale 0 is the no-effect control and ±100 the full control effect
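Eya2 protein (added as 0.2 uM solution) was preincubated with compound for 10 min at ambient temperature in 50 mM HEPES pH 7.5, 50 mM NaCl, 5 uM MgCl2, 0.05% BSA, 1 mM DTT. OMFP (added at 50 uM) then reacted 10 min; fluorescence read at 485/525 nm.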
BRCA1 expr up: qHTS Assay to Identify Small Molecule Activators of BRCA1 Expression. AID 624202, 2012. 380,000 tested, 1.1% active. MCF7-BRCA1-FFLuc reporter, luminescence, 48 h; response scale: scaled: vehicle 0%, 10 µM genistein 100%. Potency, µM (highest dose often 46.1 µM), without a hit: at the top dose activation, actives largely listed as activators; further: potency means the concentration at half of the fitted maximal effect; nearly all actives have a fitted effect of over 80% in size; some results filed as inactive show a strong effect at the top dose
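First, MCF7-BRCA1-FFLuc cells (2000/well) attach for 2 h; next, compounds are pin-added and incubated 48 h at 37 °C; finally, luciferase reagent is added and luminescence read after 15 min.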
ELG1 genotoxic: qHTS screen for small molecules that induce genotoxicity in human embryonic kidney (HEK293T) cells expressing luciferase-tagged ELG1 | 330,000 tested, 1.3% active | Potency, µM (highest dose often 46 µM), for inactives: top-dose activity change, positive = activation, most hits filed as activators | HEK293T ELG1-luciferase reporter, luminescence, 16 h | AID 504466, 2011; further: potency means the concentration at half of the fitted maximal effect; % of control where 0% means no effect; nearly all actives have a fitted effect of over 60% in size
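HEK293T cells expressing luciferase-tagged ELG1 were exposed to compound or DMSO vehicle for 16 hr at 37 °C and 5% CO2. Luciferase activity was then measured with ONE-Glo after 30 min at room temperature.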
TRPV1 agonist: HTS Assay for Compounds that Act as Agonists of the Vanilloid Receptor 1 | Transient receptor potential cation channel subfamily V member 1 (Homo sapiens), Q8NER1 | AID 540275, 2011 | 320,000 tested, 0.19% active | TRPV1-expressing cells, Fluo-8 calcium influx, agonist mode | activation, % at 8.33 µM; in the data active means activation above about 80%; inconclusive means between about 30% and that limit; further: 0% is about no effect
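Fluo-8 calcium influx in TRPV1-expressing cells, kinetic read (ex 480/em 520 nm). Compound added and read 3 min for agonist activity, followed by capsaicin at EC20 final and 2 min further read for enhancement.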
a7 integrin act: qHTS for Activators of Integrin-Mediated Alleviation for Muscular Dystrophy | alpha7betagal myoblasts, beta-gal FDG fluorescence, 48 h | 350,000 tested, 0.064% active | Potency, µM (highest dose often 38.3 µM), without a hit: top-dose activation, hits mostly activators;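 further: potency means the concentration at half of the fitted maximal effect; 100% = response of the positive control SU9516; nearly all actives have a fitted effect of over 60% in size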
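alpha7betagal+/- myoblasts (passage 13, 250/well) treated 48 h at 37C with compounds at 1:260 dilution of DMSO stock. Lysed, then beta-galactosidase activity read as FDG fluorescence (ex 480/em 540) after 30 min, with pre-read for autofluorescence.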
PTAP TSG101 blk: qHTS Assay for Iinhibitors of HIV-1 Budding by Blocking the Interaction of PTAP/TSG101 | AID 493005, 2010 | Potency, µM (top dose mostly 115 µM), without a hit: at the highest dose activity change, negative = inhibition, actives largely listed as inhibitors | Tumor susceptibility gene 101 protein (Homo sapiens), Q99816 | 340,000 tested, under 10 active | Fluorescence polarization, FITC-PTAP peptide / Tsg101 binding; active means well fitted inhibition curve with a large enough effect in the main read-out, with a control signal flat, not every such curve was filed as active; inconclusive means small, poorly fitted or top-dose-only effect, or effect the other way, or a change in a side signal; inactive means no such curve, though single readings can be large or run the other way; further: potency means the concentration at half of the fitted maximal effect; % of control where 0% means no effect
Target sequence (Q99816 whole entry, looked up): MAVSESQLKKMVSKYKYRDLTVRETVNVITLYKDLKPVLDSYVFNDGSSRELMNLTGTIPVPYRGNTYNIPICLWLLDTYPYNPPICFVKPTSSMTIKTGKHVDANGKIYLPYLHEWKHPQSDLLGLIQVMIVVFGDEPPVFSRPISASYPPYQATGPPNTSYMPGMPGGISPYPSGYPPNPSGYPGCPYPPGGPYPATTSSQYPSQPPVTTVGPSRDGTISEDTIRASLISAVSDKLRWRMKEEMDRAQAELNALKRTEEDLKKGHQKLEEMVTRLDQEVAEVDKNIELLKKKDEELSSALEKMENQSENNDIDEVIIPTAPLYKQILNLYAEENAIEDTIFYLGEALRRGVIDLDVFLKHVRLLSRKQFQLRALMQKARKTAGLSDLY
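Tsg101 binding domain (10 uM final) was mixed with compound and a FITC-labeled PTAP peptide (50 nM final) in HEPES pH 7.5 buffer with NaCl, Tween 20, EDTA and TCEP; fluorescence polarization was read after 20 min at r.t.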
uPA generation: qHTS for Inhibitors of Cell Surface uPA Generation | AID 540303, 2011 | 330,000 tested, 0.31% active | Potency, µM (titrated, usually from 38.3 µM), for inactives: top-dose activity change, negative = inhibition, most hits filed as inhibitors | cell surface uPA generation assay, qHTS; active means well fitted inhibition curve with a large enough effect; inconclusive means small, poorly fitted or top-dose-only effect; inactive means no such curve, though single readings can be large or run the other way; tested in mouse RAW 264.7 cells; further: potency means the concentration at half of the fitted maximal effect; on the % scale 0 is the no-effect control and ±100 the full control effect; nearly all actives have a fitted effect of over 55% in size
B2AR arrestin: qHTS assay of beta-arrestin-biased ligands of beta2-adrenergic receptor | Beta-2 adrenergic receptor (Homo sapiens), P07550 | beta-arrestin recruitment to beta2AR, cell-based reporter | Potency, µM (doses to about 46.1 µM), inactives show top-dose activation, actives largely listed as activators | 330,000 tested, 0.02% active | AID 492947, 2010;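 further: potency means the concentration at half of the fitted maximal effect; 0% = DMSO controls and full agonism = EC100 isoproterenol or metaproterenol; nearly all actives have a fitted effect of over 65% in size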
Target sequence (P07550 whole entry, looked up): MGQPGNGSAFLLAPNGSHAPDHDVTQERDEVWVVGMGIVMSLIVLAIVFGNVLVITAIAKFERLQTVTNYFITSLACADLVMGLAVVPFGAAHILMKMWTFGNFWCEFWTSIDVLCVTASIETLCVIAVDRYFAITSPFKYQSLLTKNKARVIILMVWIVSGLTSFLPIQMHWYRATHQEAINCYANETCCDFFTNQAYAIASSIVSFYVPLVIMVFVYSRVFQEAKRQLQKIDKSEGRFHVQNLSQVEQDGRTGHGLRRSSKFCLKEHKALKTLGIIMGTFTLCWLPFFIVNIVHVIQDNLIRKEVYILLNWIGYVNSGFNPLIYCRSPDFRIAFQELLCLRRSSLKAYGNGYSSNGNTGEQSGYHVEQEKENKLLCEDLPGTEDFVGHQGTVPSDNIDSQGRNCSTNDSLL
Starred values were filed as active, the others as inactive; ? = inconclusive; . = no result given; & = joins results of further samples; [ ] = dose if it differs, or a comment. Unless noted, the call rests on the fitted dose curve; in most records, active means well fitted curve in the direction sought with a large enough effect; inconclusive means small, poorly fitted or top-dose-only effect, or another doubt; inactive means no such curve, though single readings can be large; an effect the other way counts as inactive or inconclusive.

SMILES	p53 reactivator	S-ASM inh	USP2a block	Eya2 phos inh	BRCA1 expr up	ELG1 genotoxic	TRPV1 agonist	a7 integrin act	PTAP TSG101 blk	uPA generation	B2AR arrestin
NCCCn1c(C(=O)c2ccc(Cl)cc2)c2ccc(C(F)(F)F)cc2[n+]1[O-]	0%	-2%	2%	7%	-50%	0%	3	-27%	0%	-6%	-0.2%
O=C(NNS(=O)(=O)c1ccccc1)C1CCN(S(=O)(=O)c2ccccc2)CC1	0%	3%	2%	2%	-5%	2%	1	10%	-8%	3%	0.3%
Nc1c(C(=O)Nc2ccc(F)cc2)sc(=S)n1-c1ccccc1F	0%	0%	5%	-1%	58%	8%	16	5%	-6%	-1%	0.0%
Cc1cccc(CN2CCC(CNC(=O)Nc3ccccc3F)CC2)c1	.	1%	.	.	-8%	.	.	-36%[inhibitor]	-6%	-3%	.
C=CCc1ccccc1OCC(O)CN1CCN(Cc2ccc3c(c2)OCO3)CC1 (stereo not given)	?	2%&1%	-2%&3%	-14%&-8%	-13%&4%	-2%&-4%	7&1	-18%&-24%	-5%&-7%	-2%&4%	-0.7%&-0.1%
OCCN(CC(O)Cn1ccc2ccccc21)CC(O)Cn1ccc2ccccc21 (stereo not given)	-6%	-1%	-2%	-3%	-39%	-6%	3	-16%	0%	2%	-0.1%
CSc1ccc(/C=C(\C#N)C(=O)NC2CCCCC2C)cc1 (stereo not given)	9%	62%[activator]	1%	-10%	-70%	5%	11	1%	-1%	-3%	-0.3%
COc1ccc(CNC(=O)C2CCCN(c3ncnc4c3nc3n4CCCCC3)C2)cc1 (stereo not given)	22%	0%	-1%	-17%	-9%	-5%	?	-19%	0%	1%	0.5%
COc1ccc(C(=O)CCC(=O)Nc2ccc(N3CCN(C)CC3)cc2)cc1OC	-1%	4%	0%	20%	9%	-1%	1	4%	-2%	-6%	0.3%
CCOC(=O)C1CCN(C(=O)COC(=O)c2oc3ccccc3c2C)CC1	-6%	1%	0%	0%	-4%	-1%	25	-15%	0%	4%	0.1%
O=C(C[n+]1ccccc1)Nc1ccc(Cl)c([N+](=O)[O-])c1	.	-3%	1%	-6%	10%	1%	0	6%	-8%	-1%	0.3%
CCN1CCN(c2ncc(C(=O)Nc3c(F)cc(F)cc3Br)c3ccccc23)CC1	-10%	1%	1%	-23%	-51%	-3%	-7	-64%[inhibitor]	-5%	-5%	0.3%
O=C(NC(=S)NCCc1ccccc1)c1cccc(Cl)c1	?	-1%	3%	-6%	-15%	13%	14	-15%	-3%	-1%	0.2%
O=C1OC[C@H]2CCCN2C(=O)[C@@H](CC(=O)N(CCO)Cc2ccccc2)C/C=C\C[C@@H]1Cc1ccc(F)cc1	-1%	0%	0%	0%	-18%	-6%	.	0%	.	-21%	0.1%
CC(C)CCN1CCN(Cc2cccc(C(F)(F)F)c2)CC1CCO (stereo not given)	-2%	1%	-1%	-6%	2%	-6%	2	-31%[inhibitor]	0%	9%	-1.4%
N#C/C(=C(/O)c1cccc(F)c1)c1nc2ccccc2s1	?	-5%	7%	-7%	10%	9%	6	29%	-8%	18%	-0.4%
CCCN1C(=O)C(O)(C2CC(=O)CC(C)(C)O2)c2ccccc21 (stereo not given)	12%	-1%	2%	9%	7%	3%	-4	-30%	-1%	-17%	-1.3%
COc1cc(C(=O)Nc2ccc(N3CCN(C(=O)c4ccc(C)cc4)CC3)cc2)cc(OC)c1OC	-5%	-3%	-4%	3%	-31%	-2%	6	-22%	-1%	-9%	-0.1%
O=C(Nc1nccs1)C1CC2CCC1C2 (stereo not given)	5%	-1%	-4%	-8%	7%	-3%	-4	-28%	0%	1%	-0.4%
COc1ccccc1CN1CCNC(=O)C1CC(=O)NCCC1=CCCCC1 (stereo not given)	-3%	4%	1%	-14%	-1%	0%	3	-34%	-4%	10%	-0.5%

Copied from above, 3 compounds:
SMILES	p53 reactivator	S-ASM inh	USP2a block	Eya2 phos inh	BRCA1 expr up	ELG1 genotoxic	TRPV1 agonist	a7 integrin act	PTAP TSG101 blk	uPA generation	B2AR arrestin
NCCCn1c(C(=O)c2ccc(Cl)cc2)c2ccc(C(F)(F)F)cc2[n+]1[O-]	0%	-2%	2%	7%	-50%	0%	3	-27%	0%	-6%	-0.2%
O=C(NNS(=O)(=O)c1ccccc1)C1CCN(S(=O)(=O)c2ccccc2)CC1	0%	3%	2%	2%	-5%	2%	1	10%	-8%	3%	0.3%
Nc1c(C(=O)Nc2ccc(F)cc2)sc(=S)n1-c1ccccc1F	0%	0%	5%	-1%	58%	8%	16	5%	-6%	-1%	0.0%

Following part
SMILES	p53 reactivator	S-ASM inh	USP2a block	Eya2 phos inh	BRCA1 expr up	ELG1 genotoxic	TRPV1 agonist	a7 integrin act	PTAP TSG101 blk	uPA generation	B2AR arrestin
Cc1cc(SCC(=O)NC2CC2)nc2ccccc12	-6%	-1%	-1%	-1%	-29%	?	.	0%	-2%	-6%	0.4%
CC1=C(c2ccc(F)cc2)[N+](=O)C(C)(C)N1[O-]	-7%	0%	1%	3%	15%	-1%	0	-10%	0%	-2%	0.1%
C=Cc1ccc(CN2CCCN(Cc3ccc(Cl)cc3)S2(=O)=O)cc1	?	-5%	2%	10%	22%	3%	10	3%	-4%	2%	-0.3%
O=S(=O)(c1ccc(Cl)cc1)N1CCN(C2CCN(Cc3ccccc3)CC2)CC1	-1%	0%	3%	-6%	-22%	-1%	-2	-34%	2%	-7%	-0.7%
CC1CN(c2nc3ccccn3c(=O)c2/C=C(\C#N)S(=O)(=O)c2ccccc2)CC(C)O1 (stereo not given)	-1%	-3%	1%	7%	1%	-6%	12	34%	-3%	-6%	0.2%
O=C(/C=C/c1ccco1)OCC1CCCN2CCCCC12 (stereo not given)	9%	0%	3%	0%	14%	-1%	0	-22%	0%	-5%	-0.3%
Cn1c(-c2sc3cc(C(F)(F)F)cnc3c2-c2cccs2)n[nH]c1=S	1%	5%	2%	1%	1%	2%	4	-23%	-5%	-3%	-0.2%
N#CCCN(C(=O)c1ccc2c(=O)n3c(nc2c1)CCCCC3)c1ccccc1	4%	4%	3%	-5%	16%	4%	1	11%	0%	-1%	0.6%
CCCCNC(=S)Nc1ccc(OC)nc1	23%	10%	8%	9%	39%	2%	7	1%	-13%	-32%	-0.1%
CCCn1c(/N=C/c2ccc3c(c2)OCO3)nc2ccccc21	-4%	-1%	7%	10%	12%	-2%	-4	10%	-4%	17%	-1.5%
Cn1c(SCc2ccc(C#N)cc2)nnc1-c1ccncc1	11%	-4%	1%	2%	-7%	0%	3	26%	-4%	-11%	0.4%
CC1Cc2nc(SCC(=O)N3CCCc4ccccc43)n(C)c(=O)c2S1 (stereo not given)	-4%	1%	0%	-11%	-8%	-5%	0	0%	0%	16%	0.5%
CCOC(=O)c1c(N2C(=O)Nc3cc(Cl)c(Cl)cc3N2O)sc2c1CCCCC2	5%	-3%	-20%	9%	-24%	-10%	-4	8%	-11%	4%	0.5%
CCCn1c(SCC(=O)N2CCCC(C)C2)nnc1-c1ccccn1 (stereo not given)	14%	-1%	-1%	-18%	-10%	-2%	12	-8%	0%	11%	-0.1%
CCn1nc(C)c(NC(=O)CCCSc2nc(-c3ccco3)cc(C(F)(F)F)n2)c1C	1%	-2%	0%	-2%	-21%	-7%	?	-1%	-18%	2%	0.0%
CCOc1ccccc1NC(=O)COC(=O)c1cc[n+]([O-])cc1	2%	3%	-3%	7%	-1%	5%	1	4%	-4%	1%	0.0%

Rows are unselected; 2.6% or so of the library scored in one or more.
